Gal4-VP16 FLuc: counter-screen for ROR gamma inhibitors: Gal4-VP16 reporter; Drosophila S2 Gal4-VP16 UAS-luciferase, luminescence, 20 h; 3.5% of 310,000 active; Potency, µM (titrated, usually from 53.6 µM), for the others: top-dose activity, negative = inhibition, most hits filed as inhibitors; AID 2546;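 further: Gal4-VP16 expression switched on by copper sulfate through the metallothionein promoter; potency means the concentration at half of the fitted maximal effect; on the % scale 0 is the no-effect control and ±100 the full control effect; nearly all actives have a fitted effect of over 50% in size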
PKM2 act: PKM2 (human) enzyme activation; P14618; purified PKM2, Kinase-Glo ATP luminescence, activation; response scale: 0% is enzyme alone, no compound; Potency, µM (top dose mostly 57.5 µM), without a hit: at the top dose activation, actives largely listed as activators; 0.34% of 260,000 active; AID 1631; further: potency means the concentration at half of the fitted maximal effect; on the % scale 0 is the no-effect control and ±100 the full control effect; nearly all actives have a fitted effect of over 55% in size
Target sequence (P14618 whole entry, looked up): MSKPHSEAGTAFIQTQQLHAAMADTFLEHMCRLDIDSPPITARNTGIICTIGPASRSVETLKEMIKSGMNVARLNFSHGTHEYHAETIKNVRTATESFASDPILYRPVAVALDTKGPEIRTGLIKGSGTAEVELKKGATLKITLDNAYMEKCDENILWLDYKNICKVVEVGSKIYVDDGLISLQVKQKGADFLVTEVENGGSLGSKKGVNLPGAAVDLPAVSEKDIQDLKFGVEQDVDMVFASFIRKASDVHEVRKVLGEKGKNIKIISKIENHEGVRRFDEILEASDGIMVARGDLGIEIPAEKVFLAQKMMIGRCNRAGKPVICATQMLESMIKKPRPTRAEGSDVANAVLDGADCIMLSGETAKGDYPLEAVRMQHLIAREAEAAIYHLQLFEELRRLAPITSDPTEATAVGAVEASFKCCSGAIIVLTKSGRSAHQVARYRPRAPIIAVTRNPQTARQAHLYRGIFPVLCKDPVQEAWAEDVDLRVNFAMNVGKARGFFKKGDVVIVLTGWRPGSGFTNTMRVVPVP
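Kinase-Glo luminescence reports ATP generated from ADP (0.1 mM) and PEP (0.5 mM) by purified hPK-M2 after 1 h at room temperature, pH 7.2 imidazole buffer; intermediate enzyme activity allows detecting inhibitors and activators.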
RORg inh: blocks mouse ROR gamma transcriptional activity; P51450; 5.4% of 310,000 active; Drosophila S2 Gal4-RORgamma UAS-luciferase reporter, 20 h; Potency, µM (highest dose often 53.6 µM), for inactives: top-dose activity change, negative = inhibition, usual class: inhibitors; further: potency means the concentration at half of the fitted maximal effect; on the % scale 0 is the no-effect control and ±100 the full control effect; nearly all actives have a fitted effect of over 60% in size
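Drosophila Schneider cells stably carrying a metallothionein-driven Gal4 DBD–ROR gamma fusion and a UAS-Photinus luciferase reporter were exposed to compound for 1 hr, then induced with copper sulfate (700 uM final) for 20 hr at ambient temperature before luminescence reading.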
p53 reactivator: restores transcriptional activity of mutant p53; AID 504706; H1299 p53-A138V BP100-luciferase reporter, luminescence, 24 h; Potency, µM (titrated, usually from 92.2 µM), without a hit: top-dose activity change, positive = activation, usual class: activators; 0.063% of 320,000 active; further: potency means the concentration at half of the fitted maximal effect; % of control where 0% means no effect; nearly all actives have a fitted effect of over 45% in size
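p53-null H1299 cells stably carrying temperature-sensitive p53-A138V and a BP100-luciferase reporter were pinned with compounds (4-point, 1:5 series) and held 24 hrs at 37 deg C. Luminescence was read 10 min after detection reagent.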
Giardia kill: kills Giardia lamblia | Giardia lamblia trophozoite viability | activity change, % at 7.66 µM, hits read low | 0.15% of 340,000 active | AID 540267; in the data active means activity change below about -80%; inconclusive means between about -30% and that limit;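 further: parasites exposed to compound for two days anaerobically before the ATP read; on the % scale 0 is the no-effect control and ±100 the full control effect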
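Each well holds 100 Giardia trophozoites and compound. After two days (48 hrs) at 37 deg C in anaerobic conditions, ATP is quantified by luminescence.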
ELG1 genotox: genotoxicity induction in ELG1-luciferase HEK293T cells | AID 504466 | HEK293T ELG1-luciferase reporter, luminescence, 16 h | Potency, µM (top dose mostly 46 µM), for the others: at the top dose activity change, positive = activation, usual class: activators | 1.3% of 330,000 active; further: potency means the concentration at half of the fitted maximal effect; % of control where 0% means no effect; nearly all actives have a fitted effect of over 60% in size
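HEK293T cells expressing luciferase-tagged ELG1 were exposed to compound or DMSO vehicle for 16 hr at 37 °C and 5% CO2. Luciferase activity was then measured with ONE-Glo after 30 min at room temperature.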
Rab9 promoter act: activators of Rab9 promoter. Huh7 Rab9 promoter-luciferase reporter, luminescence, 24 h. Potency, µM (highest dose often 9.22 µM), for the others: top-dose activation, negative = inhibition, hits mostly activators. 2.8% of 320,000 active. AID 485297; further: potency means the concentration at half of the fitted maximal effect; % of control where 0% means no effect; nearly all actives have a fitted effect of over 60% in size
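Luminescence read-out: Huh7 cells stably expressing Rab9-luciferase, treated 24 h with compound at 37 °C, then lysed with luciferase reagent for 10 min at ambient before reading.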
FLuc counter: inhibits or activates purified firefly luciferase, miR-21 counter-screen; P08659; Potency, µM (highest dose often 57.5 µM), for inactives: at the top dose activity change, negative = inhibition, hits mostly inhibitors; purified FLuc, Km substrates, luminescence inhibition; 6.9% of 360,000 active;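 further: potency means the concentration at half of the fitted maximal effect; plate controls were vehicle for no effect and reference inhibitor for full effect; nearly all actives have a fitted effect of over 55% in size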
Target sequence (P08659 whole entry, looked up): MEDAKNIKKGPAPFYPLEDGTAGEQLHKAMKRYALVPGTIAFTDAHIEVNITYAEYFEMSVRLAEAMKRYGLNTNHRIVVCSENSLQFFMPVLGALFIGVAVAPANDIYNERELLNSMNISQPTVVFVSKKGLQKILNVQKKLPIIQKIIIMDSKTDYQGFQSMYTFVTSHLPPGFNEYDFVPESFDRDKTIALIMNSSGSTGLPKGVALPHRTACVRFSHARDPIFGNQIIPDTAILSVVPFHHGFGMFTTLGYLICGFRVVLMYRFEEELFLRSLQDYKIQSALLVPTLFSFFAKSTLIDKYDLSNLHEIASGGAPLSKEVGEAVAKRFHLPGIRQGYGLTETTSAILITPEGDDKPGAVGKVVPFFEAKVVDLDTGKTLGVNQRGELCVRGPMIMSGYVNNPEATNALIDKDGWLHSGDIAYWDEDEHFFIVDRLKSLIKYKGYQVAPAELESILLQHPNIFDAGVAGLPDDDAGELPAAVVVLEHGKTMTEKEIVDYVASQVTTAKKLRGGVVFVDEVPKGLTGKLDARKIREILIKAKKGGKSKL
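Biochemical qHTS of compounds, final roughly 60 µM downward over six points, against 10 nM purified firefly luciferase using Km concentrations of substrates (10 uM D-luciferin, 10 uM ATP) in Tris acetate pH 7.5 buffer; luminescence output.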
NPC1 prom act: activates the NPC1 promoter | Huh7 NPC1 promoter luciferase reporter, 24 h | Potency, µM (titrated, usually from 9.22 µM), without a hit: top-dose activation, usual class: activators | 2.4% of 320,000 active | AID 485313;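 further: potency means the concentration at half of the fitted maximal effect; % of control where 0% means no effect; nearly all actives have a fitted effect of over 60% in size; reporter is driven by a mutant NPC1 promoter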
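NPC1 promoter–luciferase Huh7 cells; 24 h compound; luminescence.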
Menin-MLL TR inh: displaces Texas Red mutant MLL peptide from human menin. Menin + Texas Red MLL mutant peptide, fluorescence polarization. Potency, µM (top dose mostly 61.6 µM), inactives show at the top dose FP activity change, negative = inhibition, most hits filed as inhibitors. 0.23% of 270,000 active. AID 1768. O00255; active means well fitted inhibition curve with a large enough effect in the polarisation, with a control signal flat, not every such curve was filed as active; inconclusive means small, poorly fitted or top-dose-only effect, or effect the other way, or a change in a side signal; inactive means no such curve, though single readings can be large or run the other way; the % refers to the polarisation; further: potency means the concentration at half of the fitted maximal effect; % of control where 0% means no effect; many of its hits are not listed in these tables
BRCA1 expr act: increases BRCA1 expression | MCF7-BRCA1-FFLuc reporter, luminescence, 48 h; response scale: scaled: vehicle 0%, 10 µM genistein 100% | Potency, µM (highest dose often 46.1 µM), for the others: at the highest dose activation, most hits filed as activators | 1.1% of 380,000 active | AID 624202; further: potency means the concentration at half of the fitted maximal effect; nearly all actives have a fitted effect of over 80% in size; some results filed as inactive show a strong effect at the top dose
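Cells: MCF7-BRCA1-FFLuc, 2000/well. Exposure: 48 h, 37 °C, 5% CO2. Read: luminescence, 15 min post-substrate. Controls: genistein 10 microM (maximal activation), DMSO (neutral).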
An asterisk follows results filed as active; ? = inconclusive; · = not tested or not shown; & = joins results of further samples; [ ] = dose if it differs, or a comment. Unless noted, the call rests on the fitted dose curve; in most records, active means well fitted curve in the direction sought with a large enough effect; inconclusive means small, poorly fitted or top-dose-only effect, or another doubt; inactive means no such curve, though single readings can be large; an effect the other way counts as inactive or inconclusive. This is a subset. The share of hits here may be higher or lower than overall.

cpd	smiles	Gal4-VP16 FLuc	PKM2 act	RORg inh	p53 reactivator	Giardia kill	ELG1 genotox	Rab9 promoter act	FLuc counter	NPC1 prom act	Menin-MLL TR inh	BRCA1 expr act
1	COc1ccc(/C=N/NC(=O)C2c3ccccc3Oc3ccccc32)c(OC)c1	15%[0.365 µM]	2%	-10%	2%	12	0%	-1%	5%	-4%	-26%	-1%
2	COCCSc1ccccc1C(=O)Nc1ccc2c(c1)OCO2	-5%	8%	-14%	-2%	18	0%	-6%	-19%	9%	-2%	0%
3	CC(C)N(Cc1ccccc1)C(=S)NC1CCCCC1	?	1%	13µM*	1%	-12	-8%	2%	-2%	-6%	-3%	-19%
4	O=c1c2c3c(sc2ncn1/N=C/c1ccncc1)CCCC3	?	·	17%	11%	5	-2%	0%	?	0%	-3%	15%
5	CC(=O)NC(C)c1nc2ccccc2n1Cc1ccccc1F (centres undefined)	-8%	2%	-31%	-6%	9	2%	1%	5%	-6%	13%	8%
6	CCN1C(=NCc2cccc(Cl)c2)N[C@@H](c2cccc(F)c2)C(C(=O)OC)=C1C	6%&-1%	14%&0%	-13%&-19%	15%	14	-4%	-1%&-1%	1%&0%	-4%&-4%	-30%&-26%	-18%
7	COc1ccc(CCNC(=O)C(=O)NCc2ccccc2C)cc1OC	0%	-2%	17%	-2%	-6	11%	1%	1%	1%	?	-7%
8	O=C(Nc1nnc(-c2ccc3c(c2)CCCC3)o1)c1ccc(Cl)cc1Cl	1.6µM*	4%	1.6µM*	0%	-1	-24%	-2%	0%	-10%	?	-57%
9	O=C(N1CCN(c2ccccn2)CC1)N1c2ccccc2Sc2ccccc21	-24%	3%	10%	12%	-5	1%	-14%	3%	-23%	-8%	-81%
10	O=C1c2ccccc2C(O)(c2ccccc2)N1C1CC1 (centres undefined)	-1%	1%	21%	3%	-4	-2%	1%	7%	-4%	·	8%
11	CC1CCCC(C)N1C(=O)COC(=O)COc1ccccc1C#N (centres undefined)	·	·	·	-8%	11	0%	1%	3%	0%	·	3%
12	Cc1nc(NC(=O)c2ccccc2)sc1-c1csc(Nc2ccc(Cl)cc2)n1	2%	-17%	0%	5%	·	1%	-6%	8.5µM*	-5%	?	·
13	O=C(CCCC(=O)N(CC(=O)NC1CCCCC1)CC1CCCO1)Nc1ccccn1 (centres undefined)	1%	-6%	?	0%	18	-4%	0%	0%	-2%	-10%	13%
14	CC(C)NC(=O)c1ccc2c(c1)N(CC(=O)N1CCOCC1)C(=O)C(C)(C)O2	3%	-2%	-1%	-1%	-9	-1%	-4%	0%	-1%	-3%	-2%
15	COC(=O)c1cccc(NC(=O)CSc2nnc(COc3ccccc3)n2C)c1	·	-14%	-13%[0.365 µM]	0%	1	-3%	-2%	1%	5%	-25%	18%
16	CN(C)c1ccc(NC(=S)NC(=O)/C=C/c2ccco2)cc1	9%	-7%	14µM*	7%	11	-3%	4%	4%	3%	?	-3%
17	Cc1ccc(/C=N\Nc2nc3ccc(Cl)cc3[nH]2)o1	13µM*	-5%	6.3µM*	?	-21	8%	4.5µM*	8.5µM*	2.5µM*	?	84%
18	Cc1cc(N/N=C/c2ccccc2)nc(N2CCOCC2)n1	-13%	-5%	38%	0%	-2	9%	1%	12µM*	5%	·	8%
19	CCCCC(=O)Nc1nn(C)c2nc3c(C)cccc3cc12	-11%	-12%	1%	-1%	36[activator]	0%	4%	0%	7%	14%	-30%
20	CS(=O)(=O)Nc1cccc(-c2cn3c(n2)SCC3)c1	2%	1%[0.46 µM]	-8%	10%	0	1%	0%	3%	1%	2%	-25%
21	O=C1CSC(c2ccccc2[N+](=O)[O-])N1c1ccc(O)cc1 (centres undefined)	-13%	4%	?	0%	27	0%	-1%	4%	-3%	10%	2%
22	O=S(=O)(c1ccc(C2CCCCC2)cc1)N1CCOCC1	-2%	4%	?	7%	5	3%	-7%	3%	-2%	-4%	-22%
23	COc1cc(/C=C\C(=O)OCn2nnc3ccccc3c2=O)cc(OC)c1OC	22%	0%	-39%	1%	2	?	2%	-2%	1%	4%	-29%
24	Cn1nnnc1SCc1csc(C2C(C#N)=C(N)OC3=C2C(=O)CCC3)c1 (centres undefined)	15%	-1%	30%	8%	27	0%	3%	-5%	1%	0%	3%
25	CCC(=O)N/N=C(\C)CC(=O)Nc1ccc(Cl)cc1	-7%	-15%	22%	-10%	-15	-4%	-6%	-3%	4%	0%	0%
26	O=C(c1ccccc1)c1ccccc1C(=O)N1CCN(Cc2ccccc2F)CC1	·	·	·	-3%	-5	-4%	-5%	0%	-1%	·	-6%
27	O=C(CSc1nc2ncc(Cl)cc2[nH]1)Nc1cccc(F)c1	?	0%[0.46 µM]	?	9%	-12	-10%	-5%	0%	0%	-7%	-31%
28	O=C(O)CC1(CC(=O)NCc2ccc(Cl)cc2)CCCCC1	-1%	·	26%	4%	-23	0%	8%	-1%	1%	-25%	4%
29	CCOC(=O)c1c(S(=O)(=O)N2CCN(C3CCCCC3)CC2)c(C)n(C)c1C	-1%	·	9%	-9%	-9	1%[9.26 µM]	-2%	2%	0%	-3%	8%
30	O=C(CCNC(=O)c1ccc(Cl)cc1)Nc1cccc(S(=O)(=O)N2CCCCCC2)c1	·	·	·	3%	-13	-10%	-4%	2%	-2%	·	-44%

Next section:
cpd	smiles	Gal4-VP16 FLuc	PKM2 act	RORg inh	p53 reactivator	Giardia kill	ELG1 genotox	Rab9 promoter act	FLuc counter	NPC1 prom act	Menin-MLL TR inh	BRCA1 expr act
31	Cc1cccc(NC(=O)c2cc(=O)c3ccccc3o2)n1	19%	2%	20%	17%	4	9%	?	?	?	9%	94%
32	O=Cc1cn(CC(=O)NCC2CCCO2)c2ccccc12 (centres undefined)	30%	-2%	4%	-4%	-4	1%	0%	1%	-5%	9%	-1%
33	Cc1ccccc1CC1(CO)CCCN(C(=O)CCC(=O)c2ccccc2)C1 (centres undefined)	-5%	-1%	?	4%	-4	-1%	3%	-15%	1%	-20%	13%
34	C1CCCC(NC2=NCCO2)CCC1	-11%	1%	-1%	1%	-7	-2%	2%	-2%	-1%	-7%	2%
35	O=C(COc1cccnc1[N+](=O)[O-])N1CCN(S(=O)(=O)c2ccccc2)CC1	?	4%	20%	-13%	9	2%	0%	-4%	-8%	-29%	6%
36	O=C(/C=C/c1ccc(Cl)cc1Cl)NC(=S)Nc1ccc(CN2CCOCC2)cc1	4.5µM*	-18%	3.5µM*	7%	-1	-1%	7%	-2%	-1%	9%	-21%
37	CCOc1ccc(C(=O)NNC(=O)CNC(=O)c2ccc(C)s2)cc1OC	·	·	·	-10%	-3	1%	3%	-3%	-4%	·	-11%
38	CCC(=O)Nc1nnc(S(=O)(=O)N2CCCCCC2)s1	1%	2%	5%	·	3	7%	8%	0%&-4%	1%	-5%	0%
39	COC(=O)c1cc(C(=O)c2ccc(C(C)(C)C)cc2)c[nH]1	2%[10 µM]	1%	-10%	5%	4	?	28%	19µM*	13%	-9%	?
40	O=C(/C=C/c1cccs1)NC1CCS(=O)(=O)C1 (centres undefined)	3%	-4%	6%	1%	-8	1%	3%	-6%	-4%	0%	-7%
41	CCN1CCCC1CNC(=O)c1cc2c(C)nc3ccccc3c2o1 (centres undefined)	-9%	-14%	-9%	14%	55[activator]	11%	-17%	-2%	1%	-17%	25%
42	O=C(Nc1nnc(C2=COCCO2)o1)c1cccc(C(F)(F)F)c1	0.32µM*	-17%	0.56µM*	-13%	14	-4%	-8%	1%	-2%	·	-34%
43	CC1=NOC2(C1)/C(=N/O)CCC/C2=N\O (centres undefined)	-4%	3%	-10%	3%	-10	0%	2%	1%	-4%	-4%	2%
44	Cc1ccc(-n2nnc(-c3cc4ccccc4n3C)n2)cc1	-2%	-3%	-39%	13%	-10	?	1.6µM*	0.85µM*	2.8µM*	-10%	63%
45	CCN1C(=O)CC(NNC(=O)c2ccc(Cl)cc2)C1=O (centres undefined)	-1%	1%	-8%	-2%	5	1%	5%	4%	-3%	9%	2%[1.84 µM]
46	CCCn1c(O)c(N=Nc2ccc3ccccc3n2)c2ccccc21	22%	-8%	19%	?	-6	?	0.71µM*	8.5µM*	1µM*	-11%	24%
47	C=CCOc1ccc(/C=N/NC(=O)C(C)Sc2ccccn2)cc1OC (centres undefined)	7%	-5%	-5%	2%	-6	0%	-4%	-15%	2%	-7%	-3%
48	CC(=O)Nc1ccc(NC(=O)C(OC(=O)c2ccccc2)C(OC(=O)c2ccccc2)C(=O)O)cc1 (centres undefined)	-3%	-3%	-32%	0%	2	1%	-6%	?	0%	-1%	7%
49	Cn1cccc1/C=N/NC(=O)c1ccn[nH]1	13%	-3%	-2%	?	-23	17%	23%	?	11%	2%	50%
50	O=C(CSc1nc2ncc(Cl)cc2[nH]1)NCCc1ccc(F)cc1	-16%	-11%	21%	8%	-11	-3%	0%	-18%	-3%	3%	-26%

Screening results: PubChem BioAssay, National Center for Advancing Translational Sciences (NCATS)
